# TRHR enhancer = TRH receptor (human) allosteric enhancement; TRHR cells, fluo-8 calcium fluorescence, EC20 TRH enhancement; enhancement, % at 2 µM; 0.66% of 360,000 active; in the data active = enhancement above about 30%; note: 0% is about no effect
# Target sequence (P34981 whole entry, looked up): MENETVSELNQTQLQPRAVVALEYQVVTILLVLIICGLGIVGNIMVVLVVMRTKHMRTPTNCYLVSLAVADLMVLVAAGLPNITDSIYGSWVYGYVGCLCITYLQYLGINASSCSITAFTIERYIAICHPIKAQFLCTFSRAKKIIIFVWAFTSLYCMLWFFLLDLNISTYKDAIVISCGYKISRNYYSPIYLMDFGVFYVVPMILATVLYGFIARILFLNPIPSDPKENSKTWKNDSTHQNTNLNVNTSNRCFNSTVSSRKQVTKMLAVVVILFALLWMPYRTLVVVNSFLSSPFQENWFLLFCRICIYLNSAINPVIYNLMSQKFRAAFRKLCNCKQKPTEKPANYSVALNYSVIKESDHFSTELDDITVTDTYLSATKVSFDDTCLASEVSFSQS
#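 TRHR-expressing cells loaded with fluo-8 calcium dye were read kinetically (ex 480/em 530) during compound addition, then stimulated with an EC20 of TRH (10 nM final). Enhancement of the Gq-mediated intracellular calcium response was scored.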
# TrxR1 inh = rat TrxR1 inhibition | recombinant rTrxR1, NADPH fluorescence consumption, selenite substrate | Potency, µM (doses to about 114 µM), inactives show at the top dose activity change, negative = inhibition, most hits filed as inhibitors | 1% of 390,000 active | AID 588453; note: potency is the fitted concentration of half-maximal effect; % is set by controls: 0 for no effect and ±100 for the full control effect; nearly all actives have a fitted effect of over 65% in size
# Target sequence (O89049 whole entry, looked up): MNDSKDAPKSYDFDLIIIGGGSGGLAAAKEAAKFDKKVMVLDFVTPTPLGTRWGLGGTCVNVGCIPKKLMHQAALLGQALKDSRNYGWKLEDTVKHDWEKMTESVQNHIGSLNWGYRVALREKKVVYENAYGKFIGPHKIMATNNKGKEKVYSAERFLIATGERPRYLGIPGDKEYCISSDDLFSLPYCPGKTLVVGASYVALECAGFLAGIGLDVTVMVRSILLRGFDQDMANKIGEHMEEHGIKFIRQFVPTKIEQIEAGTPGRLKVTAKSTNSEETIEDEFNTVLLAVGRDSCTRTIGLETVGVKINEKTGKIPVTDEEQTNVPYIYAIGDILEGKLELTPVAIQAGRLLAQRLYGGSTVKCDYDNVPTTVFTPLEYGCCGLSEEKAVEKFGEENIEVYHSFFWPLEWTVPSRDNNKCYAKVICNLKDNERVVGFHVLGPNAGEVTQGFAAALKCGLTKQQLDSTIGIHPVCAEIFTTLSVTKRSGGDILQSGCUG
#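 Rat TrxR1 (90 nM in the dispensed reagent) was pre-reduced with 400 uM NADPH for 5 min at room temperature, then incubated with compound for 15 min. After 400 uM selenite was added, NADPH fluorescence (Ex 340/Em 450 nm) was followed for 8 min.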
# USP1 inh = inhibitors of human USP1/UAF1 deubiquitinase. O94782. recombinant USP1/UAF1, Ub-Rhodamine cleavage fluorescence. 0.23% of 390,000 active. Potency, µM (titrated, usually from 57.1 µM), inactives show at the highest dose activity change, negative = inhibition, usual class: inhibitors. AID 743255; note: potency is the fitted concentration of half-maximal effect; % is set by controls: 0 for no effect and ±100 for the full control effect; nearly all actives have a fitted effect of over 60% in size; inactives centre near -12
#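 In this screen, compounds sit with the deubiquitinase complex (1nM) for 15 min at room temperature before Ub-Rho is added at 150nM final. Fluorescence rise is then followed for 6 reads every 60 seconds.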
# D2 ag = agonists of human D2 dopamine receptor. HEK293 T-REx D2 cells, calcium flux agonist mode. activation, % at 2 µM. 0.53% of 340,000 active. AID 485358;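 active = activation over 3 SD above normal in the single-dose calcium agonist read, cut at about 30% in these data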; note: 0% is about no effect
#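 HEK293 Trex D2 cells, tetracycline-induced, o/n 30 C 5% CO2; no-wash Ca dye, RT 30–90 min; 10-cycle baseline, 23 nl cpd added, kinetic Ca read 180 s; agonist hits = positive Ca response.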
# TRHR agonist = agonists of human TRH receptor; activation, % at 2 µM; 0.18% of 360,000 active; TRHR cells, calcium flux fluo-8, FDSS agonist mode; P34981; in the data active = activation above about 30%; note: 0% is about no effect
#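 TRHR-expressing cells loaded with fluo-8 calcium dye; 23 nL library compound pin-transferred, kinetic FDSS fluorescence (Ex 480/Em 530) recorded about 180 s for agonist-induced calcium release, before a 10 nM TRH EC20 addition for potentiator mode.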
# D2 antagonist = D2 dopamine receptor (human) antagonism; P14416; HEK293 TREx D2 cells, calcium flux, dopamine EC80; inhibition, % at 10 µM; 2% of 340,000 active; AID 485344; in the data active = inhibition above about 30%; note: 0% is about no effect
#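 Inhibition of EC80 dopamine-driven calcium flux, recorded kinetically, defines activity here; cells are a tetracycline-induced HEK293 T-REx line expressing force-coupled D2.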
# TrxR1 substrate = is turned over as a substrate by rat TrxR1; purified TrxR1 substrate turnover, NADPH consumption readout; Potency, µM (series often up to 114 µM), for the others: at the highest dose activity change, negative = substrate turnover; 0.01% of 390,000 active; O89049; note: potency is the fitted concentration of half-maximal effect; % is set by controls: 0 for no effect and ±100 for the full control effect; nearly all actives have a fitted effect of over 50% in size
#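 Rat TrxR1, dispensed at 90 nM, was prereduced with 400 uM NADPH (final) for 5 min at ~22 deg C, then incubated with compound 15 min before 400 uM selenite. A first-read NADPH fluorescence drop versus no-compound background flagged substrates.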
# PI4K2A inh = blocks human PI4K2A kinase activity; Q9BTU6; activity change, negative = inhibition, % at 76.9 µM; 0.13% of 420,000 active; purified PI4K2A, ADP-Glo luminescence, 1 h; hits give low values; in the data active = activity change below about -50%; inconclusive = mostly about -30% to -49%;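 note: -100% = wells without enzyme as full effect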
#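 ADP-Glo luminescence measured ADP generated by PI4K2A enzyme (4 ug/mL before mixing) with 1.2 mM PI substrate (pre-mix) and 300 microM ATP (pre-mix). Tris pH7.5 buffer with MgCl2, Triton X-100; 1 h reaction at ambient temperature.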
# mIDH1 inhibitor = inhibitors of human mutant IDH1 R132H; IDH1-R132H enzyme, NADPH consumption, diaphorase/resazurin fluorescence; AID 602179; 0.093% of 390,000 active; Potency, µM (highest dose often 76.6 µM), for inactives: at the top dose activity change, negative = inhibition, usual class: inhibitors; note: potency is the fitted concentration of half-maximal effect; % is set by controls: 0 for no effect and ±100 for the full control effect; nearly all actives have a fitted effect of over 65% in size
#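 IDH1-R132H (0.5 ug/mL dispensed) in pH 7.5 Tris buffer was preincubated 30 min with compound, then given a substrate mix of 0.016 mM NADPH and 2 mM alpha-KG for 80 min at room temperature; remaining NADPH was read by diaphorase/resazurin fluorescence.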
# The depositor's hits bear a star; u = inconclusive; x = no result given; [ ] = another dose, or the depositor's remark. Unless noted, calls come from the whole dose curve; as a rule, active = well fitted inhibition curve with a large enough effect; inconclusive = small, poorly fitted or top-dose-only effect; inactive = no such curve, though single readings can be large or run the other way.
SMILES,TRHR enhancer,TrxR1 inh,USP1 inh,D2 ag,TRHR agonist,D2 antagonist,TrxR1 substrate,PI4K2A inh,mIDH1 inhibitor
Cc1ccc2c(c1)N(CC(=O)NCc1cccnc1)C(=O)CO2,-2,-8%,-7%,0.7,0.3,3,-8%,3,-1%
CCc1ccc(NC(=O)Cn2c(=O)n(Cc3nc(-c4ccccc4)no3)c(=O)c3cc4c(cc32)OCO4)cc1,1,8%,-9%,0.9,0.8,x,7%,-9,13%
O=S1(=O)CCC(N=Cc2ccc(-c3ccc(Cl)cc3)o2)C1 (stereo not given),5,-4%[57.1 µM],-28%,-0.9,-0.7,24,-3%[57.1 µM],-1,2%
COc1ccc(CCC(=O)NCc2ccco2)cc1,-5,11µM*,-2%,x,-0.2,x,16%[57.1 µM],-12,6%
O=C(CSc1ccc2nnc(-c3ccccn3)n2n1)Nc1ccc2c(c1)OCCO2,-13,7%,-22%,0.6,-0.1,-14,3%,-2,11%
O=S(=O)(Nc1cc(S(=O)(=O)N2CCOCC2)ccc1NCC1CCCO1)c1ccc(F)cc1 (stereo not given),4,33%[activator],1%,1.9,0.0,21,16%,-5,9%
CCc1cccc(NC(=O)CCn2nc(C)cc2C)c1,-1,2%[57.1 µM],-6%,x,-0.5,x,1%[57.1 µM],0,0%
COCCN(C(=O)C1=COCCO1)c1c(N)n(CC(C)C)c(=O)[nH]c1=O,10,-11%,-19%,0.5,0.9,0,-10%,3,-7%
N#CCCN(C(=O)COC(=O)/C=C/c1cccs1)c1ccccc1,x,-2%[57.1 µM],u,x,x,x,3%[57.1 µM],-2,4%
CN(CC(=O)Nc1cc(Cl)ccc1C#N)C1CCS(=O)(=O)C1 (stereo not given),-3,11%,-21%,-0.3,0.1,24,7%,-4,4%
Cc1cc(OCC(=O)N(Cc2ccccc2)C2CCS(=O)(=O)C2)ccc1Cl (stereo not given),-5,17%,-24%,2.2,0.0,0,1%,1,-9%
COC(=O)c1cc2c(n1S(=O)(=O)c1ccc(C)cc1)C(=O)C(=O)c1[nH]cc(C(=O)OCc3ccccc3)c1-2,x,-5%[11.4 µM],u,x,x,x,-5%[11.4 µM],-21,15%

# Ordered by SMILES length (rising): part of the list above.
SMILES,TRHR enhancer,TrxR1 inh,USP1 inh,D2 ag,TRHR agonist,D2 antagonist,TrxR1 substrate,PI4K2A inh,mIDH1 inhibitor
O=S1(=O)CCC(N=Cc2ccc(-c3ccc(Cl)cc3)o2)C1 (stereo not given),5,-4%[57.1 µM],-28%,-0.9,-0.7,24,-3%[57.1 µM],-1,2%
CN(CC(=O)Nc1cc(Cl)ccc1C#N)C1CCS(=O)(=O)C1 (stereo not given),-3,11%,-21%,-0.3,0.1,24,7%,-4,4%
O=C(CSc1ccc2nnc(-c3ccccn3)n2n1)Nc1ccc2c(c1)OCCO2,-13,7%,-22%,0.6,-0.1,-14,3%,-2,11%
COC(=O)c1cc2c(n1S(=O)(=O)c1ccc(C)cc1)C(=O)C(=O)c1[nH]cc(C(=O)OCc3ccccc3)c1-2,x,-5%[11.4 µM],u,x,x,x,-5%[11.4 µM],-21,15%

# The list continues.
SMILES,TRHR enhancer,TrxR1 inh,USP1 inh,D2 ag,TRHR agonist,D2 antagonist,TrxR1 substrate,PI4K2A inh,mIDH1 inhibitor
CNc1ccc(OC)cc1-n1cnc(-c2ccc([N+](=O)[O-])cc2)c1,4,6%,-14%,0.8,-0.6,12,2%,-2,-1%
COc1ccc(-c2oc3cccnc3c2C#CC2(O)CCCCC2)cc1,14,14%,5%,-1.6,-0.4,-27,261%[activator],-2,-20%
CCOCCCNC(=O)C(c1ccc(Cl)cc1)N(Cc1cccs1)C(=O)c1ccc(NC(C)=O)cc1 (stereo not given),0,2%[2.29 µM],-26%,-1.0,-0.3,x,3%[2.29 µM],-3,-16%
O=C(NCc1cccnc1)c1ccc(Cl)c(Cl)c1,-1,12%[57.1 µM],-10%,1.2,-0.8,-19,-10%,2,2%
CCOc1ccc(S(=O)(=O)c2cn(C)c3ccccc3c2=O)cc1,-1,10%,-10%,-0.1,-0.4,x,3%,2,-5%
COc1ccc(C(=S)N2CCOCC2)cc1OC(=O)c1ccccc1,-2,18%,-30%,1.9,0.7,13,5%,4,0%
Cc1ccccc1C(=O)NNC1=NCCC1,-1,25%,-9%,0.1,-0.3,-2,7%,2,10%
O=C(CCC1CCCC1)Nc1cccn(Cc2ccccc2Br)c1=O,-4,26%[57.1 µM],-15%,0.7,0.0,11,7%[57.1 µM],-6,8%
COc1cccc(CN2CCCC(C(=O)c3ccc4c(c3)OCO4)C2)c1OC (stereo not given),-4,-26%,-16%,0.4,-0.6,-8,-9%,3,0%
Cn1c(N)c(C(=O)COC(=O)C(Cc2ccccc2)NC(=O)c2ccccc2)c(=O)n(C)c1=O (stereo not given),0,-2%[57.1 µM],-11%,0.1,0.7,2,1%[57.1 µM],3,3%
Cc1cccc(S(=O)(=O)c2cn(C)c3cc(N4CCCCCC4)c(F)cc3c2=O)c1,2,22%,-9%,0.2,-0.4,x,14%,-3,-29%
Clc1ccc(-c2noc(CSc3nnc(-c4ccncc4)n3-c3ccccc3)n2)cc1,3,15%,-7%,0.5,0.2,-8,3%,-9,-1%
CCOC(=O)c1sc2ncn(C(C)C(=O)OCC)c(=O)c2c1C (stereo not given),2,-5%,-15%,-0.1,-1.3,24,-4%,4,4%
COc1ccc(-c2nnc(Nc3ccc(S(=O)(=O)Nc4nccs4)cc3)c3ccccc23)cc1,3,3%[57.1 µM],-26%,-0.4,0.3,6,-1%[57.1 µM],-5,-26%
Cc1ccc(CC(NC(=O)C2CCCCC2)C(=O)O)cc1 (stereo not given),x,24%,-13%,x,x,x,3%,-7,-6%
N#C/C(=C\c1ccncc1)c1nc2ccccc2[nH]1,4,-11%[57.1 µM],-22%,1.8,1.7,-6,-2%[57.1 µM],4,2%
Cc1ccc(S(=O)(=O)N2CC(=NN=C(N)N)C2)cc1,9,2%,1%,x,0.9,x,3%,-2,2%
Cc1cccc(-c2nnc(N)s2)c1,5,14%[57.1 µM],-4%,-0.3,-1.4,6,12%[57.1 µM],10,2%
Cc1ccc(/C=C2/NC(=O)N(Cc3ccccc3)C2=O)s1,-2,u,u,-0.1,-2.8,-17,5%,-1,-5%
Cc1cc(Cl)cc(Br)c1OCCCNCC(C)O (stereo not given),1,15%,-21%,0.1,-0.5,-11,4%,1,-3%
CCCCOc1cc(C)nc(NCc2ccccc2)n1,3,-11%,-7%,-0.1,-1.8,2,-9%,-7,0%
CCN(CC)c1ccc(NS(=O)(=O)c2cc(-c3cc(C)no3)ccc2C)c(C)c1,1,17%[57.1 µM],u,-0.1,-0.7,x,0%[57.1 µM],-9,0%
C=CCn1c(SCC(=O)Nc2ccc3c(c2)CCC3)nc2ccccc2c1=O,-14,3%[57.1 µM],5%,-1.3,0.3,-14,5%[57.1 µM],3,4%
C/C(=N\Nc1ncc(Cl)cc1Cl)c1cccs1,1,x,x,-0.6,-1.7,-2,x,x,x

# With a hit mark in TrxR1 inh, of those listed so far:
compound	TRHR enhancer	TrxR1 inh	USP1 inh	TRHR agonist	D2 antagonist	TrxR1 substrate	PI4K2A inh	mIDH1 inhibitor
COc1ccc(CCC(=O)NCc2ccco2)cc1	-5	11µM*	-2%	-0.2	x	16%[57.1 µM]	-12	6%

# More records follow.
SMILES,TRHR enhancer,TrxR1 inh,USP1 inh,D2 ag,TRHR agonist,D2 antagonist,TrxR1 substrate,PI4K2A inh,mIDH1 inhibitor
COc1cc(NC(=O)c2ccccc2)c(OC)cc1NC(=O)Cc1cccs1,5,-9%[57.1 µM],-16%,-0.5,-0.8,25,-1%[57.1 µM],-6,0%
CN1CCN(C(CNC(=O)Nc2ccc(Cl)cc2)c2ccc(F)cc2)CC1 (stereo not given),0,-20%,-16%,2.6,0.7,-6,-12%,-1,6%
COC(=O)c1cc(NC(=O)CSc2nncn2C)cc(C(=O)OC)c1,-3,16%,-17%,0.1,1.5,0,10%[57.1 µM],2,1%
CSc1nc(=O)n(-c2ccccc2)c(C)c1C(C)=O,-1,-6%[57.1 µM],2%,0.3,0.5,4,4%[57.1 µM],-4,2%
C=CCNC(=S)Nc1ccc(Br)cc1F,-2,u,-7%,-0.4,0.1,-22,-7%,-2,-3%
CNC(=S)N1CCC(Cc2ccccc2)CC1,1,18%,-32%,-0.7,-0.3,1,7%,-1,23%
c1ccc(-c2csc(NC3CCCCC3)n2)cc1,0,1%,-9%,-0.9,-1.1,2,0%,-4,-1%
COc1ccccc1Nc1nc(-c2cccc([N+](=O)[O-])c2)cs1,-1,8%,-22%,-0.3,-0.8,13,0%,-2,-3%
Cc1ccc(-c2oc3ccccc3c(=O)c2O)cc1,-11,5%[57.1 µM],-16%,x,6.1,x,3%[57.1 µM],0,15%
COc1ccc(-c2noc(N3CCN(c4cccc(Cl)c4)CC3)n2)cc1OC,2,25%,u,0.7,0.7,x,-5%,1,14%
O=C(Cc1ccccc1)NC1CCN(Cc2ccccc2)CC1,61*,21%[57.1 µM],-9%,1.2,0.4,36*,-6%,0,2%
O=C(Nc1ncc2c(n1)CC(c1ccc(Cl)cc1)CC2=O)c1ccco1 (stereo not given),-2,16%[57.1 µM],-2%,-0.2,-1.6,2,2%[57.1 µM],1,0%
Cc1cc(C)nc(N2CCCC(C(=O)Nc3nnc(C(C)(C)C)s3)C2)n1 (stereo not given),-1,13%,-10%,-2.5,-1.1,48*,-7%,-1,-15%
COc1ccc(N2CCN(C(=O)COc3ccc4c(C)cc(=O)oc4c3)CC2)cc1,-9,16%[57.1 µM],-18%,2.6,-1.8,3,16%[57.1 µM],1,8%
Cc1ccc(SCCC(=O)OCC(=O)Nc2ccc(C(N)=O)cc2)cc1,6,29%,-8%,0.6,0.2,-10,2%,0,-2%
CCC(C)c1ccccc1O (stereo not given),3,11%,-14%,-1.1,-0.5,-4,7%,0,12%
O=C1CCN(Cc2ccc(Br)cc2)CCN1CCO,-1,4%,-16%,0.4,0.1,2,-4%,-5,3%
O=C(c1cnn2cccnc12)N1CCN(c2ccccc2)CC1,8,32%,-3%,1.0,1.0,24,9%,4,-6%
Cc1c(NC(=O)c2cc(CC(C)C)on2)c(=O)n(-c2ccccc2)n1C,-6,7%,-9%,0.4,0.2,7,3%,-5,-3%
